# Assay outcomes deposited in PubChem BioAssay by National Center for Advancing Translational Sciences (NCATS).
# GPT2 inh = Primary qHTS assay for inhibitors of Glutamate pyruvate transaminase 2 (GPT2). Recombinant GPT2, coupled pyruvate oxidase/HRP Amplex Red fluorescence. Potency, µM (highest dose often 57.7 µM), inactives show at the highest dose activity change, negative = inhibition, usual class: inhibitors. 100,000 tested, 0.25% active. AID 1671188, 2021; also: potency is read from the fitted curve at half-maximal effect; nearly all actives have a fitted effect of over 60% in size; many of its hits are not listed in these tables
# Target sequence (Q8TD30 whole entry, looked up): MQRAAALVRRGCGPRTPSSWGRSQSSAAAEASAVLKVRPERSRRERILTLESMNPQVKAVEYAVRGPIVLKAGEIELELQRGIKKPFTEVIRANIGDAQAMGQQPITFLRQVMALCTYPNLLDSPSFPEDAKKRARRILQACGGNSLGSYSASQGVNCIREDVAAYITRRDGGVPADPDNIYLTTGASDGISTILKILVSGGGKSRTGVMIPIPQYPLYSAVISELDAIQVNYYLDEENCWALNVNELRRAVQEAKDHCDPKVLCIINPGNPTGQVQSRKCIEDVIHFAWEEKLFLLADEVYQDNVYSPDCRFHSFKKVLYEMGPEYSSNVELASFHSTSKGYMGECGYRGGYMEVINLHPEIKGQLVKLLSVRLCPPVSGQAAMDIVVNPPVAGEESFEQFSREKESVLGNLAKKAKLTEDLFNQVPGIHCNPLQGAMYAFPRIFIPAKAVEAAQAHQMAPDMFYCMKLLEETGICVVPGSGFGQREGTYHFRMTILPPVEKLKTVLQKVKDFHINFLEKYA
#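 Inhibition is scored from Amplex Red fluorescence generated when pyruvate oxidase and HRP act on pyruvate released by GPT2. Reactions contain 10ng/uL enzyme, 250uM a-KG and 2mM L-alanine and run 30 min at room temperature.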
# NIH3T3 tox = Cytotoxic Profiling in NIH 3T3 Cell Line of Diverse Libraries Using Quantitative High-Throughput Screening; Potency, µM (series often up to 96.7 µM), for inactives: top-dose activity change, negative = cytotoxicity, most hits filed as inhibitors; 94,000 tested, 4.3% active; AID 1345082, 2018; NIH 3T3 viability, CellTiter-Glo ATP luminescence, 48-72 h; also: potency is read from the fitted curve at half-maximal effect; nearly all actives have a fitted effect of over 55% in size
#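 Cytotoxicity is measured as loss of cellular ATP: NIH 3T3 cells (400/well) are exposed to compound for 48 or 72 hr at 37 °C, then CellTiter-Glo luminescence is imaged after 10 min at room temperature.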
# SNCA expr inhib = Primary qHTS assay for inhibitors of alpha-synuclein gene (SNCA) expression; HEK-293 SNCA-luciferase knock-in, luminescence, 24 h; Potency, µM (series often up to 57.2 µM), for inactives: top-dose activity change, negative = inhibition, hits mostly inhibitors; 140,000 tested, 0.17% active;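 also: potency is read from the fitted curve at half-maximal effect; plate controls were DMSO cells for no effect and cell-free wells for full effect; nearly all actives have a fitted effect of over 45% in size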
# HEK293 viab = GF-AFC viability counterscreen for inhibitors of alpha-synuclein gene (SNCA) expression; HEK-293-SNCA-luc viability, GF-AFC fluorescence, 24 h; Potency, µM (titrated, usually from 57.1 µM), for inactives: at the top dose activity change, negative = cytotoxicity, hits mostly cytotoxic; AID 1671193, 2021; 150,000 tested, 0.12% active;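 also: potency is read from the fitted curve at half-maximal effect; 0% = DMSO-treated cells and -100% = medium-only wells without cells; nearly all actives have a fitted effect of over 30% in size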
#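 HEK-293-SNCA-luc cells (1500/well) plated 24 h, then exposed 24 h to a dilution series; GF-AFC added 30 min at 37C, fluorescence 405/540 nm; normalised to medium-only and DMSO wells, Hill fit.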
# Luciferase inh = Firefly luciferase inhibition profiling of diverse chemical library using quantitative high-throughput screening. purified P. pyralis luciferase, luminescence, biochemical. Potency, µM (top dose mostly 115 µM), for inactives: top-dose activity change, negative = inhibition, usual class: inhibitors. AID 1347043, 2019. 76,000 tested, 2.5% active; also: potency is read from the fitted curve at half-maximal effect; nearly all actives have a fitted effect of over 65% in size
# Target sequence (P08659 whole entry, looked up): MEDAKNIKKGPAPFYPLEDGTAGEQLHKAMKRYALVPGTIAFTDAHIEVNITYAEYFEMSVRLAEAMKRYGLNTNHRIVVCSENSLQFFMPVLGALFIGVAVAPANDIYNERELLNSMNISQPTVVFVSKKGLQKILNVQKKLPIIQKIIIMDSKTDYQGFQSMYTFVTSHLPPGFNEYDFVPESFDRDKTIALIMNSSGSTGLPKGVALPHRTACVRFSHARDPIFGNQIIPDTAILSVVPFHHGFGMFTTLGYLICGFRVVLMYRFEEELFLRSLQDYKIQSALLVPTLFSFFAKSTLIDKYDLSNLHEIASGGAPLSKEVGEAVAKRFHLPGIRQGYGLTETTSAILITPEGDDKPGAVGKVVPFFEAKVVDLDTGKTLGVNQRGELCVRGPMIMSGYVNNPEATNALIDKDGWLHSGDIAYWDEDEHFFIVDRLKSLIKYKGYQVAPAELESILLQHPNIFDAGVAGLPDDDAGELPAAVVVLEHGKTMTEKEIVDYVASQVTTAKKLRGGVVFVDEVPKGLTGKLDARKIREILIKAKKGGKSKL
#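 Inhibitors were tested against purified firefly luciferase in a biochemical, low-substrate format (both substrates at 10uM) and luminescence measured with a CCD imager.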
# HEK cytotox = Cytotoxic Profiling in HEK 293 Cell Line of Diverse Libraries Using Quantitative High-Throughput Screening | HEK 293 viability, ATP luminescence (CellTiter-Glo), 48-72 h | Potency, µM (doses to about 115 µM), for inactives: at the top dose activity change, negative = cytotoxicity, actives largely listed as inhibitors | 94,000 tested, 6.6% active | AID 1345083, 2018; also: potency is read from the fitted curve at half-maximal effect; nearly all actives have a fitted effect of over 60% in size
#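 Luminescence from cellular ATP, measured with CellTiter-Glo, indicates HEK 293 viability. Cells plated at 250 cells/well are treated with compound for 48 or 72 hr at 37 degree Celsius before reagent addition.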
# IP6K1 inh = Primary qHTS assay for small molecule inhibitors of Inositol hexaphosphate kinase 1 (IP6K1); 140,000 tested, 0.81% active; activity change, % (series mostly up to about 58 µM); IP6K1 kinase, ADP-Glo luminescence, 2 h; hits give low values; in the data active = activity change below about -25%
#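 ADP-Glo luminescence measures ADP made by human IP6K1 during a 2 h RT reaction with ATP/IP6 (mix at 1.3 mM/130 uM); top library doses 57.5 and 19.1 uM final.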
# Starred values were filed as active, the others as inactive; i = inactive; ? = inconclusive; nt = not tested or not shown; [ ] = dose if it differs, or a comment. Unless noted, calls follow the shape of the dose curve; as a rule, active = well fitted curve in the direction sought with a large enough effect; inconclusive = small, poorly fitted or top-dose-only effect, or another doubt; inactive = no such curve, though single readings can be large; an effect the other way counts as inactive or inconclusive. Unless noted, % is scaled to controls: 0 for no effect and ±100 for the full control effect.
SMILES,GPT2 inh,NIH3T3 tox,SNCA expr inhib,HEK293 viab,Luciferase inh,HEK cytotox,IP6K1 inh
Cc1cccc(CCNC(=O)c2nc(-c3ccc(Cl)cc3)n3c2CCCCC3)c1,nt,nt,?,-23%,nt,nt,17
C[C@]12CC[C@H](O)CC1=CCC[C@@H]2OC(=O)NCc1ccccc1,nt,?,nt,nt,nt,?,6
CS(=O)(=O)N1CCC(C2CCN(C(=O)c3ccc(F)c(F)c3)C2)CC1 (configuration not stated),i,-7%,?,-10%[12.5 µM],-5%,-2%,1
O=C(c1ccccc1F)N1CCCN(c2cc(-c3ccc(Cl)cc3)[nH]n2)CC1,-7%,?,-4%,-5%,-8%,?,17
Cn1ncc2c(C(=O)NCc3cccc(F)c3)cc(-c3cccc(C(F)(F)F)c3)nc21,nt,?,nt,nt,nt,?,-2
CN(CC(=O)O)c1ncc(CN2CCn3nc(C(O)CO)cc3C2)cn1 (configuration not stated),i,1%,-20%,-2%,0%,2%,14
O=C1NC2(CCCN([S+](=O)([O-])c3ccccc3)C2)Oc2ccccc21 (configuration not stated),i,?,54%[activator],?,-9%,-11%,8
O=S(=O)(Nc1nc2n(n1)C(c1ccc(F)cc1)C=C(c1ccc(Cl)cc1)N2)c1ccccc1 (configuration not stated),nt,nt,17%,?,nt,nt,1
CC(C)CN1CCN(C(=O)C2CCN(C(=O)N3CC4CC(C3)[C@H]3CCCC(=O)N3C4)CC2)CC1 (some centres not stated),i,i,-7%,-4%,-1%,14%,8
O=[S+]([O-])(NCC1CN(Cc2ccc(O)cc2)CC12CN(c1ccccc1)C2)c1ccccc1 (configuration not stated),-14%,18µM*,-15%,-4%,-7%,?,31
CCOC(=O)C1CCCN(C(=O)c2nn(-c3ccc(C)cc3)c(=O)n(C)c2=O)C1 (configuration not stated),nt,nt,22%,5%,nt,nt,5
CCN1CCN(c2cc(-c3ccc(F)cc3)c3c(n2)CCCCCC3)CC1,-2%,nt,24%[17 µM],-20%,nt,nt,21
Cc1ccsc1CN1CCCC2(Cc3ccccc3CNC2=O)C1 (configuration not stated),i,-9%,-15%,-1%,nt,-26%,-1
COc1cc(OC)cc(C2NC(=O)NC(C)=C2C(=O)N2CCNC(=O)C2)c1 (configuration not stated),2%,0%,?,3%,9%,i,6
COc1cccc(C(=O)NCc2nnc3c(-c4nc(C)no4)cccn23)c1,i,2%,-10%,-11%,-3%,-2%,8
COc1cccc(-c2c(C(=O)NCc3ccccc3Cl)nc3sccn23)c1,i,?,-10%,-14%,nt,?,13
N#Cc1nc(/C=C/c2ccc(F)cc2)oc1N1CCCCCC1,nt,nt,117%[activator],?,nt,nt,-4
COc1ccccc1/C=C(\C#N)C(=O)NCC1CCCO1 (configuration not stated),nt,nt,-23%,16%,nt,nt,8
CN(CC(=O)Nc1ccc(Cl)cc1F)S(=O)(=O)c1ccc2c(c1)n(C)c(=O)c(=O)n2C,nt,nt,12%,4%,nt,nt,-10
Cc1ccc(-c2cc3ncc4c(n3n2)-c2cc(F)ccc2OC4)cc1,nt,nt,-15%,0%,nt,nt,-10
O=C(NCc1ccc(F)cc1)C1(c2ccc(Cl)cc2)CCOCC1,nt,?,nt,nt,nt,?,-1
CCOc1ccc(NC(=O)N2CC(C(=O)N(C)C)C3(CCOCC3)C2)cc1 (configuration not stated),i,i,6%,-10%,-2%,3%,29
CN1CCN(Cc2nc(C3(O)CCN(C(=O)N4CCOCC4)CC3)cs2)CC1,-1%[88.5 µM],-10%[174 µM],?,2%[87.6 µM],-1%[172 µM],-4%[172 µM],7
CN1CC2(CCN(C(=O)c3ccc4ccccc4n3)CC2)CC1C(=O)N1CCOCC1 (configuration not stated),2%,-10%,-2%,1%,2%,-17%,-7
COc1c2cc(c(O)c1OC)-c1cc(ccc1O)CCC(O)CCCC2 (configuration not stated),i,nt,nt,-12%,nt,nt,10
Cc1noc([C@@H]2CN(C(=O)c3ccco3)C[C@H]2COCC2CC2)n1,i,-11%,-19%,8%,2%,-14%,5
CN1CCC(C(=O)N2Cc3ccccc3CC3(CCCN(C)C3)C2)CC1 (configuration not stated),i,?,20%,-14%,nt,-27%,1
CN(C)c1ccc(CN2C[C@H](O)C[C@H]2c2nc(-c3ccc(C(F)(F)F)cc3)no2)cc1,i,2%[174 µM],52%[activator][87.6 µM],1%[87.6 µM],-3%[172 µM],?,-1
CC(C)c1noc(CC2CCN(C(=O)c3ccsc3)CC2)n1,-9%,-29%,-14%,-8%,1%,?,0
CCOC(=O)C1CCN(C(=O)c2ccc3c(c2)sc2nc(-c4ccc(C)cc4)cn23)CC1,nt,nt,78%[activator],1%,nt,nt,-3
Cc1cccnc1C(=O)N[C@@H]1CN(C2CCOCC2)C[C@H]1CN(C)C,-18%,-1%,6%,-1%,-5%,4%,7
Cc1ccccc1[C@H]1[C@@H](C(=O)NCCn2ccnc2)C[C@@](C)(C(=O)O)N1C,-31%,i,-1%,0%,3%,i,-8
CN1C(=O)c2ccccc2-n2c(nc3ccccc3c2=O)[C@@]12O[C@H]2c1ccccc1,-4%[27.3 µM],nt,nt,-9%,nt,nt,-5
Cc1cccc(C(=O)N2CCc3cc(CNC(=O)c4ccnn4C)ccc32)c1,nt,nt,-9%,3%,nt,nt,-4
CCCN(C)C(=O)c1cc(-c2ccncc2)cn1Cc1ccccc1C,i,?,7%,-23%,15%,?,-13
COc1ccc(-c2ccc(C(=O)N3CCC(NC(C)=O)CC3)cc2)nn1,nt,-15%,nt,nt,nt,-4%,-4

# Part of the list above, with values under each structure:
# Sequence of screens: GPT2 inh | NIH3T3 tox | SNCA expr inhib | HEK293 viab | Luciferase inh | HEK cytotox | IP6K1 inh
> CN1CCN(Cc2nc(C3(O)CCN(C(=O)N4CCOCC4)CC3)cs2)CC1
→ -1%[88.5 µM] | -10%[174 µM] | ? | 2%[87.6 µM] | -1%[172 µM] | -4%[172 µM] | 7
> CN1CC2(CCN(C(=O)c3ccc4ccccc4n3)CC2)CC1C(=O)N1CCOCC1 (configuration not stated)
→ 2% | -10% | -2% | 1% | 2% | -17% | -7

# Later entries:
SMILES,GPT2 inh,NIH3T3 tox,SNCA expr inhib,HEK293 viab,Luciferase inh,HEK cytotox,IP6K1 inh
O=C1NCc2ccccc2CC12CCCN2Cc1c(F)cccc1Cl (configuration not stated),i,3%,-15%,1%,nt,5%,-2
COCCNC(=O)NC[C@H]1O[C@@H]2C[C@@H](CC(=O)N3CCOCC3)O[C@@H]2[C@@H]1O,2%[88.5 µM],4%[174 µM],-26%[87.6 µM],0%[87.6 µM],-1%[172 µM],i,-12
Cc1nc([C@H]2CCNC[C@H]2NC(=O)C2CC2)n[nH]1,-2%,i,16%,-15%[12.5 µM],2%,i,8
COc1ccc(S(=O)(=O)N2CCC(N3CCN(Cc4ccc(F)cc4)C(=O)C3=O)CC2)cc1,nt,nt,6%,-6%,nt,nt,14
CCN(CC)S(=O)(=O)c1ccc2c(c1)N(CC(=O)NCCc1ccccc1)C(=O)CO2,nt,nt,43%[activator],-26%,nt,nt,20
COc1ccc(CNC(=O)CN2C(=O)COc3ccc(S(=O)(=O)N4CCCCC4)cc32)cc1,nt,nt,16%,-17%,nt,nt,7
COc1ccc(CNC(=O)c2cnc(N3CCCC3)nc2C)cc1,nt,nt,7%,0%,nt,nt,-3
Cc1noc(-c2ccn3c(CNC(=O)c4cccc(N(C)C)c4)nnc3c2)n1,0%,?,134%[activator],-5%,?,?,8
O=C1CC2(CCN(c3nc(-c4ccccc4)no3)CC2)CN1Cc1ccccc1,i,?,-12%,-6%,-11%,?,-10
Cc1cccc(NC(=O)C2CCCN(S(=O)(=O)c3ccc4c(c3)oc(=O)n4C)C2)c1C (configuration not stated),nt,nt,12%,5%,nt,nt,-7
COCCn1c(C)nnc1-c1cc(-c2cccc(F)c2)ccn1,3%[88.5 µM],?,14%[87.6 µM],7%[87.6 µM],-2%[172 µM],-14%[172 µM],-5
C=CCCC(CN1CCCOCC1)Oc1nccc(C)n1 (configuration not stated),?,-23%,2%,6%,2%,-7%,-2
O=c1n(-c2ccc([N+](=O)[O-])cc2)nc2n1CCN(Cc1ccccc1)C2,i,?,44%[activator],-12%,-10%,28µM*,6
Cc1oc(-c2ccccc2)nc1CNC(=O)NC1CCCCC1,nt,nt,2%,-2%,nt,nt,13
CNC(=O)NC[C@H]1CCN(Cc2ccc(C#N)cc2)C[C@H]1N(C)C,i,-1%,19%,-5%[12.5 µM],3%,-4%,23
CC(C)(C)NC(=O)N1CCCN(S(=O)(=O)c2ccccc2)CCC(=O)NCC1,i,?,17%,5%,5%,-14%,-2
CN(CC1(c2ccccc2)CC1(C)C)C(=O)c1cn(C/C=C/c2ccccc2)nn1 (configuration not stated),i,-20%,-10%,-4%,-8%,?,-1
COc1ccccc1C(=O)Nc1nnc(SCc2cc(=O)c3ccccc3[nH]2)s1,nt,nt,84%[activator],-15%,nt,nt,10
Cc1cc(C(F)F)n2nc(C(=O)Nc3ccc(C(C)C)cc3)nc2n1,nt,nt,-12%,-5%,nt,nt,1
CN1C(=O)[C@@H]2C[C@@H](CN2C2COC2)Oc2ccccc21,-14%[88.5 µM],-11%[230 µM],-6%[87.6 µM],0%[87.6 µM],-25%[230 µM],-21%[230 µM],-6
O=C(c1cccc(F)c1)N1CCCN(c2cc(-c3ccc(F)cc3)[nH]n2)CC1,2%,-19%,0%,1%,-3%,?,-8
COc1ccc(CNC(=O)c2cc(-c3ccccc3C(F)(F)F)nc3c2cnn3C)cc1,nt,?,nt,nt,nt,?,7
CC(Oc1ccccc1)C(=O)Nc1ccccc1C(=O)OCc1cc(=O)n2nc(C(C)C)sc2n1 (configuration not stated),nt,nt,?,1%,nt,nt,-8
CC(=O)N1CCN(c2nc(-c3c(C)noc3C)cc3cc(CN(C)C)oc23)CC1,-7%[88.5 µM],?,31%[activator][87.6 µM],-19%[87.6 µM],1%[172 µM],-19%[172 µM],23
COc1ccc(-c2[nH]nc3ncc(-c4ccc(OC)nc4)nc23)c(C)c1,4%[88.5 µM],?,?,-8%[87.6 µM],-11%[172 µM],22µM*,14
Cc1cc(C)c2sc(NC(=O)c3ccc(S(=O)(=O)N4CCCC4)cc3)nc2c1,nt,nt,-13%,-14%,nt,nt,0
Cc1cccc(NC(=O)Nc2nnc(N(C)C3CCCCC3)s2)c1C,nt,nt,?,-3%,nt,nt,-9
Cc1ccc(NC(=O)C2CCN(S(=O)(=O)c3c(C)noc3C)CC2)c(C)c1,nt,nt,21%,5%,nt,nt,-1
CCn1cc2nc(SCc3ccccc3)n(Cc3ccc(C)cc3)c(=O)c2n1,nt,nt,-24%,5%,nt,nt,7
